# Assay outcomes as filed in PubChem BioAssay.
# NR2E3 ag-1: inhibitors of NR2E3-RetCOR corepressor binding, primary screen, NR2E3 agonist project, biochemical, TR-FRET, GST-NR2E3, biotin-RetCOR | hit rate 0.12% among 320,000 | inhibition of corepressor binding, % at 4.78 µM | Photoreceptor-specific nuclear receptor (Homo sapiens), Q9Y5X4 | 1536-well | AID 2300, 2010;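 active = percent inhibition above the cutoff of mean plus 3 SD of all tested compounds, set per screening campaign, cut at about 20% in these data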;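 also: 0% = DMSO wells and 100% = biotin wells as full block of FRET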
# Target sequence (Q9Y5X4 whole entry, looked up): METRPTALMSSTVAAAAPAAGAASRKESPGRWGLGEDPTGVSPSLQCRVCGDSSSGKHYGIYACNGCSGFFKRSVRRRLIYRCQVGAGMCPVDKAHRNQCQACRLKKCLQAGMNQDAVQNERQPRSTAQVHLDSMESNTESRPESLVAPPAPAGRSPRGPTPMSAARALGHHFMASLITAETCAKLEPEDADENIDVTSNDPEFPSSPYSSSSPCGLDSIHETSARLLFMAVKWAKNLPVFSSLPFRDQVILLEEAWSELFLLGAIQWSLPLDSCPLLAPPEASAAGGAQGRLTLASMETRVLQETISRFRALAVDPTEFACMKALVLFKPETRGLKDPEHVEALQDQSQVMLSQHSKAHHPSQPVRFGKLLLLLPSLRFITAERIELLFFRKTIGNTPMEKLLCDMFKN
#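 system = GST-tagged NR2E3 plus biotinylated RetCOR corepressor | input = 1.35 nM GST-NR2E3 | also added = 7 nM biotin-RetCOR | schedule = 5 h incubation at 4 °C | measured by = TR-FRET with europium anti-GST and streptavidin-D2, 340 nm excitation | read-out = percent loss of FRET ratio relative to control wells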
# NR2E3 ag-2: NR2E3 agonists in two-hybrid cells, primary screen, cell-based, luminescence, CHO-S, Gal4-NCOR/VP16-NR2E3; inhibition of corepressor binding, % at 3.98 µM; AID 602229, 2012; Photoreceptor-specific nuclear receptor (Homo sapiens), Q9Y5X4; luciferase; hit rate 0.35% among 360,000;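 active = inhibition above the mean of all tested compounds plus 3 SD, cut at about 70% in these data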;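 also: 0% = DMSO with NR2E3 transfected cells and 100% = cells lacking NR2E3 construct; higher means lower luciferase signal from less NR2E3 corepressor binding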
# TRPM1 prom inh: inhibitors of MITF-dependent TRPM1 promoter reporter, primary screen, cell-based, SK-MEL-5, single point, luciferase; SK-MEL-5 TRPM1 promoter luciferase, 24 h; inhibition, % at 12.5 µM; hit rate 0.83% among 330,000;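 active = mean inhibition across replicates of 60% or more, whatever share of single replicates reaches that level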; also: values of inactives mirror those of a sister screen read the other way
# CaV13 ICDI inh: Primary screen for inhibitors of IQ motif and Ca2+-dependent inactivation inhibitor domain binding in CACNA1D, Förster resonance energy transfer in living cells, …; HEK cells, CFP/YFP FRET ICDI-IQ, plate reader, 10 min; percent FRET-ratio fall versus neutral wells; hit rate 0.098% among 340,000; AID 743397; inhibition, % at 12.3 µM;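 active = mean replicate inhibition of at least 30% and at least 1% of replicates passing that level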;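 also: 0% = median of the neutral control wells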
# PDI inh: inhibitors of human PDI, primary screen, biochemical, turbidity, single point, plate reader; inhibition, % at 10 µM; AID 588391, 2011; hit rate 0.052% among 350,000; Protein disulfide-isomerase (Homo sapiens), P07237; PDI insulin aggregation turbidity, A650, 90 min;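 active = mean inhibition across replicates of 30% or more, whatever share of single replicates reach that level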;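 also: absorbance from insulin aggregation driven by PDI reduction with DTT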
# Peg3 promoter: Peg3 promoter-driven luciferase inhibitors, primary screen, cell-based, HeLa, luciferase luminescence | HeLa PEG-Prom luciferase reporter, overnight | inhibition, % at 20 µM | hit rate 1.7% among 360,000 | AID 588405, 2011;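 active = inhibition of at least 50% at 20 µM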
# HIF-2a block: HIF-2a reporter inhibitors, primary screen, luminescence, 786-0 RCC cells; 786-0 RCC cells HIF-2a reporter, luciferase luminescence, overnight; inhibition, % at 18.8 µM; hit rate 0.72% among 360,000;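 active = inhibition of the luminescence signal of 40% or more relative to plate controls, in a single-dose primary screen at 18.75 µM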
# iPSC survival up: enhancers of single-cell hiPSC survival, primary screen, ATPlite luminescence; 100% = ROCK inhibitor wells, 0% = DMSO; survival enhancement, % at 20 µM; hit rate 0.044% among 360,000; AID 602274, 2012; in the data active = survival enhancement above about 18%;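 also: cells exposed to compounds for 16 hours before the ATP read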
# HTR2A ag: mouse Htr2a agonists via beta-arrestin recruitment, primary screen, cell-based, luminescence. CHO-K1 mHTR2A beta-arrestin complementation; percent of 30 µM serotonin response. activation, % at 7.6 µM. 5-hydroxytryptamine receptor 2A (Mus musculus), P35363. hit rate 0.66% among 360,000;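 active = activation above a run cutoff, the mean activation of all tested compounds plus 3 SD, cut at about 14% in these data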;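 also: 0% = plate median of compound wells and 100% = 30 µM serotonin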
# Target sequence (P35363 whole entry, looked up): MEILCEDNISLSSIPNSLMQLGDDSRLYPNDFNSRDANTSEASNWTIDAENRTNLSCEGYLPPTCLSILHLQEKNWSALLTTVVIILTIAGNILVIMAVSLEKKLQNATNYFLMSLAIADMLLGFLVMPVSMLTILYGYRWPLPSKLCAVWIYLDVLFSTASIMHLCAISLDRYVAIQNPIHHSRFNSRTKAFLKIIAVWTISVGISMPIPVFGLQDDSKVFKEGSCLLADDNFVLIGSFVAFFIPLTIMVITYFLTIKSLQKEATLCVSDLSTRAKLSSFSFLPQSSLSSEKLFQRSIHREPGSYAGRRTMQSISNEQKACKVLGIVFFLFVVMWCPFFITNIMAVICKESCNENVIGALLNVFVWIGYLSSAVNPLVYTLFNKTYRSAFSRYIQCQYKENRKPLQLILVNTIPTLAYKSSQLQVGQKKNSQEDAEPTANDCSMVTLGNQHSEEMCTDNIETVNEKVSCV
# Shn3 3UTR inh: reduction of Shn3 3'UTR firefly luciferase signal, primary screen, Schnurri-3 inhibitor project, cell-based, Clone20 osteoblasts, set 2; Clone20 osteoblast Shn3 3'UTR firefly luciferase, 24 h; inhibition, % at 12.5 µM; hit rate 0.52% among 360,000; AID 588674, 2011;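 active = mean inhibition of at least 75% with every replicate also reaching 75%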;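 also: 0% = median of neutral control wells and 100% = pilot-screen positive control compound; some compounds past the cut are filed as inactive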
# H9c2 protect: cardioprotection against H2O2-induced cell death, primary screen, uHTS, H9c2 cells, ATPLite luminescence; protection from H2O2 cell death, % at 20 µM; H9c2 cardiomyocytes, H2O2 injury protection, 2 h; AID 588492, 2011; hit rate 0.63% among 360,000;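 active = compounds giving at least 50% protection of heart cells from peroxide-induced death in the single-dose screen, raw or plate-pattern-corrected value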;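 also: 0% = DMSO wells with peroxide and 100% = DMSO wells without peroxide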
# * hit, by the source's call; . = not tested or not shown; & = joins results of further samples. Some of the compounds tested, so the mix of outcomes need not match the whole.
entry	Structure	NR2E3 ag-1	NR2E3 ag-2	TRPM1 prom inh	CaV13 ICDI inh	PDI inh	Peg3 promoter
1	CN1CCN(c2ccc(/C=C3\C(=O)NC(=S)N(c4cccc(Br)c4)C3=O)o2)CC1	4	-33	-7	-6	-12	4
2	C[C@H]1OC[C@@H](C[N+](C)(C)C)O1	-1	-29	-4	-4	-3	-1
3	O=C1CC(=O)N(c2cccc(C(F)(F)F)c2)C(=O)N1	0	12	9	-18	12	8
4	Fc1ccc(Cn2nnnc2C(c2ccc(F)cc2)N2CC=C(c3ccc(F)cc3)CC2)cc1 (stereo not drawn)	-5	-17	5	0	1	7
5	CCOC(=O)c1ccccc1NC(=O)c1c(O)[nH]c(=O)[nH]c1=O	1	-18	0	-4	2	1
6	Nc1c2c(nc3ccccc13)CCN(Cc1ccccc1)C2	-1	-23	-9	-18	17	-1
7	Cc1cccc(NC(=O)N2C[C@H]3C[C@@H](C2)c2cccc(=O)n2C3)c1	-2	3	4	.	.	3
8	COc1ccc(/C=C/C(=O)c2c(O)n(CCC3=CCCCC3)c(=O)[nH]c2=O)cc1	1	10	-6	.	-8	7
9	O=C(Nc1nccs1)c1c(O)c2c(n(Cc3ccco3)c1=O)CCCC2	3	-38	10	-12	-1	15
10	O=S1(=O)CC2(N3CCOCC3)CCCCCCC21 (stereo not drawn)	0	-10	10	-7	2	6
11	CN(C)CCN=Cc1c(O)n(Cc2ccco2)c(=O)[nH]c1=O	-1	-10	0	.	-7	12
12	O=C1NC(c2cc3ccccc3nc2Cl)Nc2ccccc21 (stereo not drawn)	2	16	-29	-4	-7	-15

entry	HIF-2a block	iPSC survival up	HTR2A ag	Shn3 3UTR inh	H9c2 protect
1	6	0.7	-1	16	-2
2	5	2.0	4	1	28
3	15	0.5	3	-12	7
4	21	2.3	-2	-18	4
5	13	10	-4	-10	17
6	-20	-0.4	-9	25	13
7	5	-1.2	1	-8	-2
8	53*	4.8	6	-4	-5
9	24	0.0	5	10	-8
10	-1	0.9	0	0	0
11	23	1.3	-1	3	0
12	11	1.0	-2	-8	-4

# Next section
entry	Structure	NR2E3 ag-1	NR2E3 ag-2	TRPM1 prom inh	CaV13 ICDI inh	PDI inh	Peg3 promoter
13	CNC(=O)O/N=C/c1nn(C(=O)C(C)(C)C)cc1Br	1	22	3	-20	-6	5
14	CCNc1ccc(P(=S)(N(C)C)N(C)C)cc1	2	-5	7	-5	16	13
15	COc1ccc(OC)c(NC(=O)N2C[C@H]3C[C@@H](C2)c2cccc(=O)n2C3)c1	0	-28	-1	.	.	-3
16	Nc1ccc2ccccc2c1	.	-66	-3	-8	-2	-26
17	CN(C/N=C(\N)N[N+](=O)[O-])S(=O)(=O)c1ccccc1	2	14	-14	-4	14	-3
18	O=C1OCc2cc(N=Nc3c(O)[nH]c(=O)[nH]c3=O)ccc21	-1	-33	-4	-4	-14	5
19	CCN1CC2([N+](=O)[O-])CC=C(Cl)C([N+](=O)[O-])(C1)C2 (stereo not drawn)	3	14	12	-3	0	0
20	COc1ccc(N2C(=O)/C(=C/c3ccc(N(C)C)o3)C(=O)NC2=S)cc1	-1	25	-8	-22	-12	1
21	CNCC(O)c1ccc(O)cc1 (stereo not drawn)	-5	-20	.	-4	3	-4
22	CC(C)N=C(NC(C)C)N1CC1	.	-33	.	-9	-4	5
23	O=C1NC(=S)NC(=O)C1=Cc1ccc(OCC(=O)N2CCCC2)cc1	-3	-15	1	.	-6	8
24	CCN1C[C@]2(OC(=O)c3ccccc3NC(C)=O)CCC(OC)C34C5C[C@H]6C(OC)[C@]5(O)[C@](O)(C[C@@H]6OC)C(C[C@@H]32)[C@H]14 (stereo partly drawn)	-2	-3	0	-3	6	0

entry	HIF-2a block	iPSC survival up	HTR2A ag	Shn3 3UTR inh	H9c2 protect
13	16	-0.8	-1	-1	3
14	-22	-2.0	-1	14	3
15	7	-1.4	6	9	1
16	-17	-0.6	-2	-20	-12
17	18	0.8	5	-6	1
18	12	-0.5	-4	6	0
19	12	1.1	3	15	5
20	11	-0.2	-9	-6	10
21	2	0.2	-2	12	11
22	13	-1.2	-6	22	4
23	6	-0.5	3	3	4
24	11	1.0	3	-6	-1

# Of the compounds above, six contain a carbonyl joined to an NH by a bond outside any ring:
entry	Structure	NR2E3 ag-1	NR2E3 ag-2	TRPM1 prom inh	CaV13 ICDI inh	PDI inh	Peg3 promoter
5	CCOC(=O)c1ccccc1NC(=O)c1c(O)[nH]c(=O)[nH]c1=O	1	-18	0	-4	2	1
7	Cc1cccc(NC(=O)N2C[C@H]3C[C@@H](C2)c2cccc(=O)n2C3)c1	-2	3	4	.	.	3
9	O=C(Nc1nccs1)c1c(O)c2c(n(Cc3ccco3)c1=O)CCCC2	3	-38	10	-12	-1	15
13	CNC(=O)O/N=C/c1nn(C(=O)C(C)(C)C)cc1Br	1	22	3	-20	-6	5
15	COc1ccc(OC)c(NC(=O)N2C[C@H]3C[C@@H](C2)c2cccc(=O)n2C3)c1	0	-28	-1	.	.	-3
24	CCN1C[C@]2(OC(=O)c3ccccc3NC(C)=O)CCC(OC)C34C5C[C@H]6C(OC)[C@]5(O)[C@](O)(C[C@@H]6OC)C(C[C@@H]32)[C@H]14 (stereo partly drawn)	-2	-3	0	-3	6	0

entry	HIF-2a block	iPSC survival up	HTR2A ag	Shn3 3UTR inh	H9c2 protect
5	13	10	-4	-10	17
7	5	-1.2	1	-8	-2
9	24	0.0	5	10	-8
13	16	-0.8	-1	-1	3
15	7	-1.4	6	9	1
24	11	1.0	3	-6	-1

# Other structures follow.
entry	Structure	NR2E3 ag-1	NR2E3 ag-2	TRPM1 prom inh	CaV13 ICDI inh	PDI inh	Peg3 promoter
25	CCN1C[C@]2(COC)CC[C@H](O)[C@@]34C5C[C@H]6[C@H](O)C5[C@](O)(C[C@H]6OC)[C@@H]([C@H](OC)C23)[C@@H]14 (stereo partly drawn)	0	-5	.	.	.	-9
26	CSc1ccc(CNC(C)C(O)c2ccccc2)cc1 (stereo not drawn)	-4	-14	1	-7	-4	2
27	CCCCOC1OCN(C2CCCCC2)CC1(C)C (stereo not drawn)	.	-17	.	-5	-7	12
28	CCc1sc(C(=O)N2CCC3(CC2)OCCO3)cc1Br	0	-15	-4	-6	1	-2
29	N=C1SCC(=O)N1Cc1ccccc1	8	-3	11	-4	0	7
30	CN(c1ccccc1)P(=O)(N1CC1)N1CC1	.	0	-7	-3	8	7
31	CC(=O)OCC[N+](C)(C)C	1&-1&0	-8&0&-25	2&9&9	-5&-4&-5	-8&-9&10	1&9&-18
32	Cc1nn(Cc2ccccc2)c(Cl)c1C(=O)OCC(=O)N1CCCC1	2	-18	-5	-3	0	24
33	COC(=O)c1ccccc1-n1c(C)nc2ccccc2c1=O	2	-4	-6	0	-4	12
34	O=C(N/N=C/c1c(O)n(CCC2=CCCCC2)c(=O)[nH]c1=O)c1ccccc1	-1	-34	11	-16	-9	4
35	CCc1c(C)nc(N)nc1N1N=C1SC(C(C)=O)C(C)=O	-1	-7	2	5	7	17
36	CC(C)c1ccc(-n2c(O)c(/C=N/N3CCOCC3)c(=O)[nH]c2=S)cc1	0	-6	10	-5	4	9

entry	HIF-2a block	iPSC survival up	HTR2A ag	Shn3 3UTR inh	H9c2 protect
25	13	-1.3	3	14	1
26	-2	-0.5	-7	-3	-1
27	15	1.7	2	7	17
28	-21	1.1	-1	9	3
29	11	-1.0	0	-11	7
30	8	5.3	2	5	7
31	0&-3&-1	-2.4&-1.0&-1.4	-3&3&9	-5&-20&1	17&-5&-6
32	15	0.8	3	0	7
33	8	7.0	1	11	-2
34	18	0.2	-1	-14	37
35	14	-0.6	3	-24	-5
36	10	0.4	8	2	0

# Continuation:
entry	Structure	NR2E3 ag-1	NR2E3 ag-2	TRPM1 prom inh	CaV13 ICDI inh	PDI inh	Peg3 promoter
37	Nc1ccc([As](=O)(O)O)cc1	0	-12	-3	-5	6	5
38	CCN(CC)CC(=O)Nc1ccc(Cl)cc1C(=O)c1ccccc1	-1	-13	1	.	4	27
39	COc1ccc(N2C(=O)CC(=O)NC2=O)cc1	-1	-13	10	.	1	7
40	O=c1[nH]c2ccccc2n1C1CCN(C(c2nnnn2Cc2ccccc2)C2CC2)CC1 (stereo not drawn)	.	35	.	-5	.	76*
41	CC(=O)C1CCC2C3CC(O)C4CC(O)CCC4(C)C3CCC12C (stereo not drawn)	.	-11	-10	.	.	-6
42	CCN(CC)C(=O)c1ccc(NC(=O)CSc2nnnn2-c2cc(OC)ccc2OC)cc1	0	-6	6	-5	-3	8
43	CC(=O)c1ccc(NC2=NCCCS2)cc1	1	-27	-9	-4	-3	-54
44	CC/C(=N\N1CCCCCC1)c1c(O)n(-c2ccc(C)cc2)c(=O)[nH]c1=O	-3	6	-16	-2	-3	-14
45	COC(=O)C1=C(c2ccc(-c3ccccc3)c(F)c2)C[C@@H]2CC[C@H]1N2C(=O)NCc1cc(C)oc1C(F)(F)F	2	6	17	-11	1	16
46	CCCCN=Cc1c(O)n(-c2c(C)cc(C)cc2C)c(=O)[nH]c1=O	4	-11	-1	-3	1	19
47	CN(C)C(=O)Oc1ccc2ccccc2c1Cl	-3	-21	-36	-4	-3	-102
48	CCCCCCCCC(=O)NCc1ccc(O)c(OC)c1	2	10	6	-6	0	-5
49	Cc1ccccc1-n1c(O)c(/C=N/NC(=O)c2ccccc2O)c(=O)[nH]c1=S	0	-39	6	-14	5	-2

entry	HIF-2a block	iPSC survival up	HTR2A ag	Shn3 3UTR inh	H9c2 protect
37	4	-0.1	1	7	6
38	20	6.8	3	-7	-12
39	16	-3.5	-1	13	1
40	-25	-1.2	1	49	37
41	0	1.3	3	10	5
42	-6	-2.8	-3	13	0
43	-64	-0.6	0	-27	-4
44	-5	-2.4	-2	-1	-1
45	15	-2.6	-2	37	-1
46	5	-0.8	2	-33	-4
47	-161	1.0	-1	-17	1
48	8	-1.0	-1	9	-19
49	-1	1.7	-1	-9	3
